SUMO Mot1 rescue = blocks SUMOylation pathway, rescuing yeast Mot1-301 growth; growth rescue, % at 18.8 µM; S. cerevisiae Mot1-301 growth rescue, ATP luminescence, 38.5C; percent above DMSO median, 100 means doubled; AID 2716; 320,000 tested, 1% active;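 active = every valid replicate shows activation above 250% relative to neutral control wells; inactive = the rest, any valid replicate at or below 250%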;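 also: OY570 slx delta 5 strain wells were the positive control but not used for scaling; some compounds called inactive have numbers as strong as hits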
Cardiac RTF inh = cardiac RTF calcium desensitization; 340,000 tested, 0.12% active; inhibition, % at 7.15 µM; IANBD-labeled cardiac RTF, Ca2+ fluorescence; P19429+P45379;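 active = inhibition above the mean inhibition of all tested compounds plus 3 SD, cut at about 17% in these data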;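 also: assay run at fixed EC70 calcium of 1.6 mM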
CDK5 p35 inh = blocks human CDK5/p35 kinase activity; Q00535+Q15078; Recombinant CDK5/p35, ADP-Glo luminescence, 60 min; inhibition, % at 10 µM; 330,000 tested, 0.01% active; AID 488839;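 active = highest replicate inhibition of at least 50% and at least 75% of replicates reaching 50%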;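 also: plate controls were DMSO neutral control for no effect and GW8510 at 10 µM for full effect; many of its hits are not listed in these tables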
LANA DNA inh = KSHV C-LANA DNA binding inhibition; 340,000 tested, 0.078% active; inhibition, % at 9 µM; MBP-C-LANA/FAM-LBS DNA binding, fluorescence polarization;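 active = highest replicate inhibition at or above 60% at 9 µM, even if other replicates fall short; inactive = all replicates below 60% inhibition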;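 also: 0% = neutral control wells and 100% = 4 µM acridine orange control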
cardiac RTF act = cardiac RTF calcium sensitization; P19429+P45379; AID 493008; 340,000 tested, 0.24% active; activation, % at 7.2 µM; IANBD-labeled TnC RTF fluorescence at EC20 calcium; 0% EC20 calcium, 100% full calcium;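 active = activation above the mean over all tested compounds plus 3 SD, cut at about 30% in these data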;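 also: rise in fluorescence read as greater calcium sensitivity of cardiac thin filaments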
NSD2 HMT inh = blocks human histone methyltransferase NSD2 | O96028 | NSD2 peptide methylation, AlphaScreen, 120 min | inhibition, % at 12.5 µM | 310,000 tested, 0.54% active | AID 743445; in the data active = inhibition above about 50%
PvdQ inh = P. aeruginosa PvdQ acylase inhibition; AID 488965; purified PvdQ acylase, fluorescence plate reader; 340,000 tested, 0.063% active; inhibition, % at 10 µM; in the data active = inhibition above about 30%, passing the limit was not always enough;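 also: 0% = vehicle neutral wells and 100% = reference inhibitor wells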
Keap1-Nrf2 PPI = disrupts human Keap1 binding to Nrf2 peptide. Q14145. Keap1 Kelch-Nrf2 peptide fluorescence polarization, 1536-well. inhibition, % at 9.4 µM. 340,000 tested, 0.15% active. AID 504523; in the data active = inhibition above about 12%;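 also: human Keap1 Kelch domain with fluorescein labeled Nrf2 9mer peptide probe; 0% = neutral control wells and 100% = peptide positive control; higher means more block of Keap1 binding to Nrf2 peptide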
Target sequence (Q14145 whole entry, looked up, the tested form may be a part): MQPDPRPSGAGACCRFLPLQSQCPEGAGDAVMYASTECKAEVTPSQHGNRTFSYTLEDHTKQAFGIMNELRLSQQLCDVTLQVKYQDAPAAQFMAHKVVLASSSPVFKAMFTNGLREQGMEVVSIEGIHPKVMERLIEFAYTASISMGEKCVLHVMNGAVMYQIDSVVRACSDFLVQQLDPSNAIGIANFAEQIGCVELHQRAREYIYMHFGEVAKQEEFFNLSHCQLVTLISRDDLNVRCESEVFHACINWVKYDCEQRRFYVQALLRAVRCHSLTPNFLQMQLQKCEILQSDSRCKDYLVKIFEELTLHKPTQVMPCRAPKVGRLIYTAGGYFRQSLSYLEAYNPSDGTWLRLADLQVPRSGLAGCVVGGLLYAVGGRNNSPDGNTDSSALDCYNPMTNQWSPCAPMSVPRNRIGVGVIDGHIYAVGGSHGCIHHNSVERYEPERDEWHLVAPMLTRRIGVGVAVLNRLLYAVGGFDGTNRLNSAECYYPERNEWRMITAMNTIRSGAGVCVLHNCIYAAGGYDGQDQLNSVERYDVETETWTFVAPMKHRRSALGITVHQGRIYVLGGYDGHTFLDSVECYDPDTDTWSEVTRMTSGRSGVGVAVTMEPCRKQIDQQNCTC
PfHsp90 set2 = reduces growth (ATP signal) of yeast expressing P. falciparum Hsp90 | S. cerevisiae expressing PfHsp90, BacTiter-Glo ATP, 48 h; yeast lacking PDR1 and PDR3 efflux regulators | inhibition, % at 9.4 µM | AID 504621 | 310,000 tested, 0.32% active;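 active = every replicate shows inhibition above about 80%, whatever the replicate mean, limit read from the data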;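 also: 0% = DMSO neutral controls and 100% = 20 µM radicicol positive controls; yeast relying on Plasmodium falciparum Hsp90 in place of its own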
Rtt109 Vps75 = blocks Candida albicans Rtt109/Vps75 acetyltransferase activity. Q5AAJ8. purified Rtt109/Vps75, ThioGlo CoA-SH fluorescence, 4 h. inhibition, % at 34.9 µM. 330,000 tested, 0.16% active;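 active = inhibition of at least 50% in every replicate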
dFosB act = mouse delta FosB homodimer activation | 340,000 tested, 0.99% active | activation, % at 25 µM | purified delta FosB, TAMRA-CDK5 oligo fluorescence polarization; percent of positive-control signal above neutral wells;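 active = mean activation above about 17%, with every replicate also reaching it, limit read from the data, passing the limit was not always enough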;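 also: fluorescence polarization rise as delta FosB binds a TAMRA Cdk5 AP-1 oligo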
Target sequence (P13346 whole entry, looked up): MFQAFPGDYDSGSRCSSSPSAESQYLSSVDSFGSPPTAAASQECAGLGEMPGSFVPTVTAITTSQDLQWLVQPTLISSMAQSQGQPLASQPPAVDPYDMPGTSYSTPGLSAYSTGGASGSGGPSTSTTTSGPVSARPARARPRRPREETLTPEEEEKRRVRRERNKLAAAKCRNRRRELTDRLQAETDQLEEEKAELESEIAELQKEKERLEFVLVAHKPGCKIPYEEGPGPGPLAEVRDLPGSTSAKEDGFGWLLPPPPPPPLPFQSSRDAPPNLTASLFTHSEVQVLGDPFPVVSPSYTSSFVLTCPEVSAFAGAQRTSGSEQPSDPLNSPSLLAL
The depositor's hits bear a star; / = not tested or not shown.

cpd | structure | SUMO Mot1 rescue | Cardiac RTF inh | CDK5 p35 inh | LANA DNA inh | cardiac RTF act | NSD2 HMT inh | PvdQ inh | Keap1-Nrf2 PPI | PfHsp90 set2 | Rtt109 Vps75 | dFosB act
1 | Cc1cccc(NC(=S)NC(=O)/C=C/c2ccco2)c1 | 706* | -4 | -0.3 | 1.1 | 1 | 3 | -6 | -6 | -20 | 10 | -11
2 | CCN(CC)S(=O)(=O)c1cc(NC(=O)COC(=O)c2sc3ccccc3c2Cl)ccc1C | 5 | 9 | 0.2 | 0.0 | 6 | -2 | 9 | -1 | 5 | -9 | 2
3 | Cc1ccc(CNC(=O)CN(C)S(=O)(=O)c2cccs2)cc1 | -27 | -7 | 1.8 | 2.1 | 2 | -5 | -14 | 5 | 14 | 1 | 4
4 | COc1ccccc1NC(=O)CN1C(=O)CCS(=O)(=O)c2ccccc21 | 6 | -8 | 0.8 | -0.8 | 1 | 7 | -8 | -1 | -18 | -14 | 2
5 | COc1cccc(N2CCN(C(=S)NCc3ccco3)CC2)c1 | -5 | -2 | -0.1 | 0.9 | 1 | -1 | 10 | 0 | -14 | 0 | -3
6 | Cc1ccc(-c2cc(C(F)F)nc(NCc3cccnc3)n2)cc1 | 14 | -40 | 0.6 | -1.1 | 2 | 8 | -10 | 2 | / | 10 | -17
7 | Cc1nnc(SCC(=O)N(CC(C)C)C2CCS(=O)(=O)C2)n1N (centres undefined) | -1 | -4 | -1.1 | -2.1 | 2 | -1 | -13 | -7 | -2 | 3 | -10
8 | COc1ccc(Cl)cc1NC(=O)Cn1cccc1 | 7 | -5 | 0.2 | -0.5 | 1 | 9 | -13 | -2 | -5 | -12 | 3
9 | c1ccc(CSc2ncccn2)cc1 | 11 | -8 | -1.7 | 0.5 | -5 | / | -9 | -1 | 13 | / | -9
10 | Cc1[nH]c(=O)n(C(C)C)c(=O)c1Br | / | -3 | -0.5 | 1.7 | 0 | 3 | 11 | 6 | / | -32 | -2
11 | CC[C@@H]1C(c2ccccc2)=NN(c2ccc(Br)cc2)[C@H]1C(=O)N1CCOC1=O | / | 1 | -2.2 | -2.3 | -1 | / | 5 | -4 | 3 | -5 | -5
12 | Cc1nn(CC(=O)NC2CCS(=O)(=O)C2)c(C)c1S(=O)(=O)N(C)C (centres undefined) | 27 | -7 | 1.2 | -1.3 | -3 | 1 | -19 | -4 | -32 | -3 | 3
13 | Cc1onc(-c2ccccc2Cl)c1C(=O)O/N=C(\N)c1ccc([N+](=O)[O-])o1 | -11 | -6 | 0.4 | -1.2 | 4 | -1 | 2 | -4 | -11 | -1 | -1
14 | CC(C(=O)O)n1nc(-c2ccccc2)c2ccccc21 (centres undefined) | 10 | 5 | 0.2 | 0.2 | -10 | 1 | 10 | -4 | 19 | -13 | 2
15 | Cc1sc2ncnc(N3CCCC(C)C3)c2c1C (centres undefined) | 0 | -4 | -0.5 | 0.7 | -3 | -4 | -13 | -2 | / | -5 | -4
16 | COc1ccc(Br)cc1CN1CCN(C(=O)c2ccc(OC)c(OC)c2)CC1 | -14 | 6 | -0.3 | 0.2 | -1 | 6 | -15 | 0 | -29 | -1 | -7
17 | COc1cccc(-c2noc(Cn3nc(C(=O)O)c4ccccc4c3=O)n2)c1 | 83 | -8 | 1.0 | -0.5 | 0 | -2 | -7 | -2 | 3 | -4 | -26
18 | CCc1nc2c(c(=O)c3ccccc3n2C)c(=O)n1-c1ccc(F)cc1 | 7 | -1 | -1.0 | -0.4 | 8 | -4 | -15 | -1 | 9 | -7 | -13
19 | Nc1cc(Cl)ccc1Oc1ccccc1 | 13 | 0 | 0.0 | 0.3 | -6 | -2 | 11 | 3 | / | 6 | -2
20 | CCN(Cc1ccccc1)C(=O)COC(=O)Cc1c[nH]c2ccccc12 | / | -12 | -1.1 | 2.0 | -3 | 0 | -14 | 2 | / | 7 | -11
21 | COc1cccc(OC)c1C(=O)N1CCN(Cc2cccnc2)CC1 | -19 | -8 | -0.2 | -3.4 | -1 | -1 | -6 | -1 | 9 | 0 | -4
22 | Cc1cccc(-c2ccc3ncnc(NCc4cccs4)c3c2)c1 | -3 | -8 | -1.0 | 0.1 | -3 | / | -13 | 2 | -10 | -3 | -5
23 | COc1ccc(C(CNC(=O)c2cccc(S(=O)(=O)Nc3ccccc3Cl)c2)N2CCOCC2)cc1 (centres undefined) | -15 | -20 | -1.2 | 0.2 | 0 | 0 | -1 | -7 | -18 | -7 | -7
24 | Cc1ccccc1-c1n[nH]c(=S)n1Cc1ccccc1 | -8 | -4 | -1.5 | -0.2 | -4 | 0 | 2 | -5 | 2 | 5 | -7
25 | COC(=O)c1cccc(NC(=O)c2nn(C)c(=O)c3ccccc23)c1 | -13 | 6 | -1.4 | -1.2 | -3 | 3 | -6 | 1 | -19 | -4 | -11
26 | Cc1cccc(OCC(=O)Nc2ccc3c(c2)nc(CCN2CCCCC2)n3C)c1 | 16 | 6 | / | -1.3 | 0 | 5 | -12 | -4 | -9 | 0 | -1
27 | O=C(Cn1cnc2sc3c(c2c1=O)CCCC3)NCC(=O)Nc1ccccc1F | 228 | -2 | 1.8 | -2.1 | 0 | 2 | -21 | -6 | -20 | -2 | 10
28 | CCc1ccc(NC(=O)c2cccnc2)cc1 | -21 | 2 | -0.8 | 0.1 | 3 | -3 | -10 | -1 | / | 3 | -2
29 | OC1CN=C2Sc3ccccc3N2C1 (centres undefined) | 6 | -8 | 0.1 | 0.7 | -1 | -1 | 1 | -1 | -4 | -3 | 2
30 | CC(=O)Nc1ccc(S(=O)(=O)N(C)CC(=O)OCC(=O)N(CC(C)C)C2CCS(=O)(=O)C2)cc1 (centres undefined) | 0 | 4 | -1.1 | 0.7 | 1 | -4 | -1 | 1 | -5 | 0 | 4
31 | O=S(=O)(/N=C/N1CCOCC1)c1ccc(Cl)cc1 | -14 | -14 | 0.6 | -0.2 | 1 | -3 | -10 | 3 | / | 0 | 4
32 | COc1ccc(C(=O)N/C(=C\c2cccc3ccccc23)C(=O)N2CCN(C)CC2)cc1OC | 14 | -6 | -0.5 | -0.6 | 3 | -2 | -2 | 0 | / | -3 | -5
33 | CC(=O)Nc1ccc(S(=O)(=O)NCc2ccc(C(=O)N3CCOCC3)cc2)cc1 | 9 | 2 | / | 0.0 | -7 | -1 | -3 | 1 | -6 | -3 | 8
34 | O=C(O)c1cccc(CSc2nc(-c3ccccc3)cc(C(F)(F)F)n2)c1 | -1 | -7 | -1.9 | 4.7 | 13 | 4 | -22 | -5 | -41 | 5 | -12
35 | CCN1CCN(CC(=O)Nc2cc(C(F)(F)F)ccc2OCCOC)CC1 | -14 | -3 | 0.5 | 1.1 | -2 | 0 | -8 | -1 | 20 | 6 | 0
36 | Cc1ccc(S(=O)(=O)N(C)C)cc1NC(=O)c1ccncc1 | 12 | 2 | -2.1 | 0.4 | -3 | -1 | 12 | -3 | -8 | -4 | -6
37 | CCOc1ccccc1NC(=O)Nn1cnnc1 | -7 | -8 | -1.3 | 0.9 | -3 | 0 | -9 | 0 | -2 | -4 | 8
38 | CC(/C=C/c1ccccc1)=N\NC(=O)CCc1ccccc1 | / | 1 | -0.8 | 3.6 | 0 | -2 | -14 | 0 | 8 | -11 | -2
39 | O=C(Nc1ccc(S(=O)(=O)N2CCOCC2)cc1)C1CCN(S(=O)(=O)c2ccc(F)cc2)CC1 | -7 | -3 | 0.3 | -0.1 | -7 | -4 | 2 | 1 | / | 9 | -10
40 | S=c1[nH]nc(-c2ccco2)n1C1CCCCC1 | -2 | -9 | 1.4 | 0.9 | 1 | 0 | -12 | 6 | 8 | -29 | -3
41 | O=C(CN1CCC(NC(=O)c2ccco2)CC1)Nc1ccccc1C(F)(F)F | 18 | -5 | 1.9 | 0.7 | 3 | -4 | -24 | -1 | -22 | 5 | -11
42 | O=S(=O)(Cc1ccccc1)Nn1cnnc1 | 6 | -4 | -1.5 | 0.5 | -1 | 12 | -11 | -11 | 4 | -1 | 1
43 | COc1ccc(CNC(=O)C/C(C)=N/NC(=O)c2ccc([N+](=O)[O-])cc2Cl)cc1 | 1 | 6 | -0.5 | -1.9 | 3 | -2 | 1 | -5 | 12 | 14 | -1
44 | COC1=C/C(=C/c2c(O)c(C#N)c3ccccn23)C=CC1=O | 16 | -14 | 8.6 | 1.0 | 0 | 45 | 5 | -7 | 29 | -20 | -4
45 | CCN(CC(=O)Nc1ccc(NC(C)=O)cc1)C(=O)COc1ccccc1-c1ccccc1 | -13 | -2 | -7.4 | 0.9 | -3 | -1 | -17 | -4 | 21 | -2 | -14
46 | O=C(COc1ccc(F)cc1)c1c(O)cc(O)cc1O | -7 | -1 | 1.8 | -0.4 | 1 | 5 | 10 | -3 | 0 | 10 | -7
47 | CCCOc1ccc(CSC2=NCCN2)cc1[N+](=O)[O-] | 6 | 11 | -0.6 | -0.3 | 11 | -3 | -13 | -8 | -17 | 1 | -9
48 | O=C(Nc1ccccc1F)c1oc2ccccc2c1NC(=O)C1CC1 | -24 | -2 | 0.2 | 1.4 | -1 | 0 | -3 | -3 | -18 | -13 | 9
49 | CCOC(=O)CNc1ncc(C(F)(F)F)cc1Cl | 0 | -8 | 1.0 | -1.9 | -2 | -3 | -10 | 5 | -3 | -21 | 0
50 | Cc1ccc(C(=O)COC(=O)c2ccc3c(c2)C(=O)N(c2cccc4ncccc24)C3=O)cc1C | 8 | 0 | 0.4 | -1.2 | 0 | -1 | 11 | -2 | -24 | 16 | 10

Next section.
cpd | structure | SUMO Mot1 rescue | Cardiac RTF inh | CDK5 p35 inh | LANA DNA inh | cardiac RTF act | NSD2 HMT inh | PvdQ inh | Keap1-Nrf2 PPI | PfHsp90 set2 | Rtt109 Vps75 | dFosB act
51 | Clc1ccc2[nH]c3c(NCCCN4CCOCC4)ncnc3c2c1 | 57 | 5 | -3.0 | -2.7 | 4 | 9 | 4 | -3 | 2 | 1 | 22*
52 | O=C(O)Cn1c(P(=O)(O)c2ccccc2)nc2ccccc21 | 59 | 2 | -0.4 | -0.7 | -4 | / | -4 | -1 | -12 | 3 | -1
53 | CC(=O)c1cccc(NC(=O)CN2CCN(Cc3ccccc3)CC2)c1 | -6 | -8 | 0.4 | -1.2 | 2 | -4 | -11 | -7 | 1 | -3 | -15
54 | CCOC(=O)C1CCN(C(=O)Cn2cnc3sc(C)c(S(=O)(=O)N4CCC(C)CC4)c3c2=O)CC1 | -4 | -6 | 1.1 | -1.4 | -6 | -3 | 1 | -6 | -11 | 3 | -4
55 | COc1ccc(/C=C2\Cc3ccccc3C2=O)cc1OC | -12 | -5 | 0.0 | -1.2 | -1 | 1 | -1 | 1 | 1 | -5 | -7
56 | N#CCC(=O)N/N=C/c1cc([N+](=O)[O-])ccc1N1CCCC1 | 178 | 7 | 1.0 | 1.9 | 3 | 3 | 2 | 3 | 16 | -6 | 10
57 | COc1cc(O)c(C(CC(=O)N2CCOCC2)c2ccc3c(c2)OCO3)c(OC)c1 (centres undefined) | -8 | -13 | -1.5 | 0.0 | -2 | / | 2 | -3 | / | 2 | 4
58 | COC(=O)C1=C(N)Oc2cc(C)n(Cc3ccncc3)c(=O)c2C1c1cccnc1 (centres undefined) | -24 | 5 | 0.9 | 0.8 | 12 | -2 | -9 | -1 | -4 | 4 | 0

From PubChem
